From PubChem BioAssay
NOD1 inhibition: inhibition of NOD1-driven NF-kB reporter – cell-based, luminescence, uHTS, primary screen (AID 1578); NOD1-driven NF-kB luciferase reporter cells, luminescence; higher % means a stronger effect; inhibition, % at 4 µM, or EC50 in µM where a hit was titrated; 1% of 290,000 active; in the data active = inhibition mostly above about 36%, no sharp cut-off; inactive = mostly below about 34%;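 note: HEK-293T reporter cells stimulated with the NOD1 agonist gamma-tri-DAP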
GPR35 arrestin U2OS: GPR35 antagonists blocking zaprinast-driven arrestin recruitment, primary screen, imaging, U2OS, beta-arrestin-GFP, zaprinast agonist (AID 2058); U2OS GPR35 beta-arrestin-GFP translocation imaging, zaprinast antagonism; higher % means a stronger effect; inhibition, % at 10 µM; hits with a dose series show IC50 in µM; 0.052% of 290,000 active;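 active = inhibition of at least 50% with at least 30 cells and total cytoplasm GFP at most 10,000,000; inconclusive = under 30 cells or total GFP of 10,000,000 plus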
GPR55 LPI antagonism: GPR55 antagonists blocking LPI-driven arrestin recruitment, primary screen, imaging, U2OS, beta-arrestin-GFP, LPI agonist (AID 2013); U2OS GPR55 beta-arrestin-GFP translocation imaging, LPI antagonism; higher % means a stronger effect; inhibition, % at 10 µM, or IC50 in µM where a hit was titrated; 0.13% of 290,000 active;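 active = spots per cell inhibited over 60%, with over 100 cells counted and total cytoplasm intensity under 500,000; inconclusive = wells with under 100 cells, flagged as likely toxic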;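 note: U2OS cells stably carrying GPR55 and arrestin-GFP stimulated by 5 µM LPI near EC80; imaged beta-arrestin-GFP aggregate spots per cell after agonist stimulation; plate controls were LPI-stimulated DMSO wells for no effect and DMSO wells without LPI for full effect; some results filed as inactive read as strong as hits; confirmed hits need IC50 under 10 µM and bright autofluorescent wells are also inconclusive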
UTI89 phage lysis: inhibition of K1F phage lysis, E. coli UTI89, bacterial capsule biogenesis inhibitors, alamar blue (AID 488966); E. coli UTI89 K1F phage lysis, alamar blue, 2 h; higher % means a stronger effect; inhibition, % at 100 µM; hits with a dose series show IC50 in µM; 0.02% of 340,000 active;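 active = phage lysis inhibition, versus mean bacterial control, above a set limit; inconclusive = no clear call, values can overlap the other calls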;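 note: capsule biogenesis inhibitors block K1F phage lysis so surviving cells raise fluorescence; higher fluorescence means more inhibition of phage lysis; actives were called in the ten point dose series up to 300 µM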
MgcRacGAP inhibition: MgcRacGAP GTPase-activating activity inhibitors, confirmation, biochemical, ADP Hunter fluorescence; MgcRacGAP-stimulated Rac1 GTP hydrolysis, ADP Hunter fluorescence; higher % means a stronger effect; GST-tagged Rac1 F28L mutant substrate; one-dose inhibition, % at 30 µM; IC50 in µM for titrated hits; 0.6% of 340,000 active;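 active = first-screen hits whose inhibition reached a set limit at any dose in the follow-up dose series; inconclusive = inhibition above the set first-screen limit but never retested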;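 note: fluorescence reports GDP produced by GAP-driven GTP hydrolysis; strong numbers were not always called active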
KOR beta-arrestin-1: kappa opioid receptor blockers – cell-based, luminescence, uHTS (AID 1778); 0.091% of 290,000 active; KOR beta-arrestin recruitment, luminescence, antagonist mode; higher % means a stronger effect; inhibition, % at 10 µM; hits with a dose series show IC50 in µM; in the data active = inhibition above about 50%; note: strong numbers were not always called active
KOR beta-arrestin-2: kappa opioid receptor activators – cell-based, luminescence, uHTS, primary screen (AID 1777). KOR beta-arrestin recruitment, luminescence; higher % means a stronger effect. activation, % at 10 µM; hits with a dose series show EC50 in µM. 0.02% of 280,000 active; in the data active = activation above about 50%, passing the limit was not always enough; note: a part of the inactive calls stands beside numbers as strong as those of hits
NTR1 agonist: NTR1-driven beta-arrestin-GFP spot formation – imaging, U2OS cells, high content, primary screen (AID 493036) | agonist mode | activation, % at 20 µM | 0.17% of 330,000 active;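 active = activation at or above 40% of the spot to cytoplasm intensity ratio, with at least 20 cells analyzed; inconclusive = wells under 20 cells, flagged as cytotoxic or low count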;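 note: 0% = DMSO without peptide and 100% = 100 nM NTR1 peptide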
Target sequence (P30989 whole entry, looked up): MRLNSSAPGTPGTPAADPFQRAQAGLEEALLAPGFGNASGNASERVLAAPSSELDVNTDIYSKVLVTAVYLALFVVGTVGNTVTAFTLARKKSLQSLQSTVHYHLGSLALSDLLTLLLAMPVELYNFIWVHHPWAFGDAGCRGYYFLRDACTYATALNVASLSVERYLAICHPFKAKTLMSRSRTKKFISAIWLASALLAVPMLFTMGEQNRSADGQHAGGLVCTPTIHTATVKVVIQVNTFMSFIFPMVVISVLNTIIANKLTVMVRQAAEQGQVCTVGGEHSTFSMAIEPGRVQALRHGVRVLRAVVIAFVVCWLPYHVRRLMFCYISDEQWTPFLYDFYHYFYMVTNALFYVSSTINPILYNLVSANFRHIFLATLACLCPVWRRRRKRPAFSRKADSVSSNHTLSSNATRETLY
GPR55 beta-arrestin: selective activators of receptor GPR55 – imaging, U2OS cells, beta-arrestin-GFP redistribution, primary screen (AID 1961). activation, % at 10 µM; hits with a dose series show EC50 in µM. 0.048% of 290,000 active. U2OS GPR55 beta-arrestin-GFP redistribution imaging; higher % means a stronger effect;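 active = activation above 40% with more than 50 cells counted in the well; inconclusive = wells holding fewer than 50 cells, flagged as toxic or sparse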;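 note: U2OS osteosarcoma cells stably expressing GPR55 and beta-arrestin-GFP; plate controls were DMSO negative control for no effect and LPI positive control for full effect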
NTR1 agonist cell count 20 µM: recorded beside NTR1 agonist, whose call it bears; cell count; measured here: cell count, cytotoxicity flag
* marks the source's active call; other numbers are inactive results; u = inconclusive; x = not tested or not shown; [ ] = another dose, or the depositor's remark.

item	Molecule	NOD1 inhibition	GPR35 arrestin U2OS	GPR55 LPI antagonism	UTI89 phage lysis	MgcRacGAP inhibition	KOR beta-arrestin-1	KOR beta-arrestin-2	NTR1 agonist	NTR1 agonist cell count 20 µM	GPR55 beta-arrestin
1	O=S(=O)(/N=C(/Nc1ccccc1)c1ccccc1O)c1ccccc1	-37%	8%	9%	-0.3%	-9%	-21%	1.2%	-0.7	35	-0.5%
2	Cc1ccc(NC(=S)N2CCN(c3ncccn3)CC2)c(C)c1	-22%	14%	5%	0.7%	4%	6%	-3.2%	2.2	49	-0.2%
3	COc1ccc(CC(=O)N2CCN(S(=O)(=O)c3cccs3)CC2)cc1OC	1%	-4%	0%	0.2%	10%	18%	3.2%	0.9	65	-0.2%
4	Cc1ccc(-c2csc(-c3c[nH]c4ccccc34)n2)cc1	-76%	6%	2%	0.1%	19%	-30%	-0.2%	17	37	-0.1%
5	NC(=O)c1ccc(-n2nc(C(F)(F)F)c3c2CCCC3)cc1	12%	4%	6%	2.2%	5%	5%	-3.7%	-0.4	65	-0.1%
6	C=C1CCN([C@@H](C)C(=O)NCc2ccc(OC)cc2)S(=O)(=O)c2ccccc21	-6%	2%	-7%	1.2%	5%	26%	5.1%	4.4	81	0.0%
7	CC1CCN(S(=O)(=O)c2ccc(NC(=O)C3CC(=O)N(c4ccccc4)C3)cc2)CC1 (stereo not given)	-12%	-1%	9%	0.1%	5%	-12%	3.5%	-1.0	39	-0.2%
8	COc1ccccc1-c1nnc2n1N=C(C)CS2	1%	5%	2%	-1.2%	11%	-9%	0.9%	-1.3	77	0.3%
9	O=C(Nc1ccc(Oc2ccccc2)cc1)c1ccc(Cn2c(=O)[nH]c3ccsc3c2=O)cc1	-16%	-2%	12%	-0.9%	0%	18%	0.1%	8.5	89	-0.3%
10	COc1ccc(OC)c(-c2cc(C(=O)Nc3c(C)nn(Cc4ccccc4)c3C)no2)c1	5%	-10%	-20%	6.8%	7%	-35%	5.1%	2.5	61	-0.1%
11	CN(C)/C=N/NC(=O)c1ccc(Cl)cc1	-23%	-6%	3%	x	x	-8%	-3.5%	0.4	40	0.1%
12	CC(C)C(NC(=O)C12CC3CC(CC(C3)C1)C2)C(=O)N/N=C/C1=C(N2CCOCC2)C(=C\c2cccc([N+](=O)[O-])c2)/CC1 (stereo not given)	-4%	0%	-5%	0.1%[50 µM]	6%	13%	4.8%	1.9	61	-0.2%
13	CCCNC(=O)c1cc(S(=O)(=O)N2CCc3ccccc32)ccc1F	28%	12%	-4%	3.8%	-4%	-38%	7.6%	1.1	47	-0.3%
14	CN1CCCN(C(c2ccccc2)c2ccc(Cl)cc2)CC1 (stereo not given)	-33%	15%	17%	u	2%	0%	-0.1%	2.0	62	0.4%
15	Cn1c2ccccc2c2cc(C(=O)O)ccc21	4%	-3%	4%	4.6%	5%	1%	-1.6%	-0.6	41	0.0%

Excerpt, entries 1–12
item	Molecule	NOD1 inhibition	GPR35 arrestin U2OS	GPR55 LPI antagonism	UTI89 phage lysis	MgcRacGAP inhibition	KOR beta-arrestin-1	KOR beta-arrestin-2	NTR1 agonist	NTR1 agonist cell count 20 µM	GPR55 beta-arrestin
1	O=S(=O)(/N=C(/Nc1ccccc1)c1ccccc1O)c1ccccc1	-37%	8%	9%	-0.3%	-9%	-21%	1.2%	-0.7	35	-0.5%
2	Cc1ccc(NC(=S)N2CCN(c3ncccn3)CC2)c(C)c1	-22%	14%	5%	0.7%	4%	6%	-3.2%	2.2	49	-0.2%
3	COc1ccc(CC(=O)N2CCN(S(=O)(=O)c3cccs3)CC2)cc1OC	1%	-4%	0%	0.2%	10%	18%	3.2%	0.9	65	-0.2%
4	Cc1ccc(-c2csc(-c3c[nH]c4ccccc34)n2)cc1	-76%	6%	2%	0.1%	19%	-30%	-0.2%	17	37	-0.1%
5	NC(=O)c1ccc(-n2nc(C(F)(F)F)c3c2CCCC3)cc1	12%	4%	6%	2.2%	5%	5%	-3.7%	-0.4	65	-0.1%
6	C=C1CCN([C@@H](C)C(=O)NCc2ccc(OC)cc2)S(=O)(=O)c2ccccc21	-6%	2%	-7%	1.2%	5%	26%	5.1%	4.4	81	0.0%
7	CC1CCN(S(=O)(=O)c2ccc(NC(=O)C3CC(=O)N(c4ccccc4)C3)cc2)CC1 (stereo not given)	-12%	-1%	9%	0.1%	5%	-12%	3.5%	-1.0	39	-0.2%
8	COc1ccccc1-c1nnc2n1N=C(C)CS2	1%	5%	2%	-1.2%	11%	-9%	0.9%	-1.3	77	0.3%
9	O=C(Nc1ccc(Oc2ccccc2)cc1)c1ccc(Cn2c(=O)[nH]c3ccsc3c2=O)cc1	-16%	-2%	12%	-0.9%	0%	18%	0.1%	8.5	89	-0.3%
10	COc1ccc(OC)c(-c2cc(C(=O)Nc3c(C)nn(Cc4ccccc4)c3C)no2)c1	5%	-10%	-20%	6.8%	7%	-35%	5.1%	2.5	61	-0.1%
11	CN(C)/C=N/NC(=O)c1ccc(Cl)cc1	-23%	-6%	3%	x	x	-8%	-3.5%	0.4	40	0.1%
12	CC(C)C(NC(=O)C12CC3CC(CC(C3)C1)C2)C(=O)N/N=C/C1=C(N2CCOCC2)C(=C\c2cccc([N+](=O)[O-])c2)/CC1 (stereo not given)	-4%	0%	-5%	0.1%[50 µM]	6%	13%	4.8%	1.9	61	-0.2%

Additional records follow:
item	Molecule	NOD1 inhibition	GPR35 arrestin U2OS	GPR55 LPI antagonism	UTI89 phage lysis	MgcRacGAP inhibition	KOR beta-arrestin-1	KOR beta-arrestin-2	NTR1 agonist	NTR1 agonist cell count 20 µM	GPR55 beta-arrestin
16	CC(C)CCC(C(=O)NC(C)c1ccccc1)C(=O)NC(C)c1ccccc1 (stereo not given)	-12%	-8%	6%	0.2%	6%	32%	-2.6%	0.7	85	-0.1%
17	CN(Cc1ccno1)C(=O)CC1C(=O)NCCN1CC(c1ccccc1)c1ccccc1 (stereo not given)	-28%	-2%	9%	-0.5%	2%	0%	x	1.2	30	0.1%
18	Oc1c(Br)cc(C=Nc2ccc3nc(-c4ccccc4)[nH]c3c2)c(O)c1Br	34%	-14%	-10%	x	x	-7%	3.2%	2.5	59	-0.7%
19	COCCN(C(=O)c1ccccc1F)c1c(N)n(Cc2ccccc2)c(=O)[nH]c1=O	-18%	-11%	17%	-0.3%	3%	20%	-2.3%	-0.6	29	-0.4%
20	O=C(CSc1nc(-c2ccccc2)cc(C(F)(F)F)n1)NCCN1CCOCC1	-16%	6%	1%	0.1%	10%	4%	-3.1%	-0.4	45	0.1%
21	C=C(C)c1cccc(C(C)(C)NC(=O)Nc2ccccc2OCC)c1	8%	-13%	15%	1.8%	7%	-39%	7.9%	2.1	48	0.0%
22	O=C(NCc1ccc2c(c1)OCO2)c1n[nH]c(=O)c2ccccc12	-10%	0%	-16%	3.2%	5%	5%	3.2%	-0.4	42	0.1%
23	O=C(O)C1C2C=CC(C2)C1C(=O)NCc1ccc(Cl)c(Cl)c1 (stereo not given)	-1%	-4%	5%	0.5%	0%	7%	3.3%	1.8	51	0.4%
24	COc1ccc(C(=O)Nc2ccc(N3CCN(c4ccc(OC)cc4)CC3)c(C#N)c2)cc1	-9%	5%	17%	0.4%	4%	-103%	62%	-0.8	51	-0.1%
25	O=C(NCC1CCCO1)c1cc(-c2ccccc2)on1 (stereo not given)	-46%	20%	9%	0.3%[50 µM]	13%	-31%	2.0%	-0.9	50	-0.1%
26	Cc1ccc(C(=O)N(CN2CCCC2=O)c2ccc(F)cc2)cc1C	-4%	-6%	2%	0.0%	-2%	-27%	1.4%	2.4	75	0.2%
27	CC(C)c1cc(NC(=O)CCl)on1	42%*	-8%	0%	0.2%	-2%	5%	-1.5%	-2.2	80	-0.2%
28	Cc1cccc(-c2noc(C3CCCCC3)n2)c1	-30%	-5%	-11%	0.5%	5%	-41%	10%	1.1	93	-0.1%
29	CN(C)c1ncc(CN2CCC(CO)(CCCc3ccccc3)CC2)s1	-8%	6%	-4%	1.9%[50 µM]	9%	-7%	5.6%	2.3	50	-0.1%
30	COc1ccc(C2CC(c3ccc4ccccc4c3)=NN2C(=O)CN2C(=O)CCC2=O)cc1 (stereo not given)	-12%	-9%	11%	0.1%	12%	-23%	3.9%	0.7	59	-0.3%
31	CCc1ccc(S(=O)(=O)NCc2csc(C)n2)s1	1%	-10%	-1%	0.3%	3%	-13%	14%	-0.1	47	-0.3%
32	CCOc1ccc(CCNC(=O)CSc2cc(=O)n(C)c3ccc(Cl)cc23)cc1OCC	-11%	9%	-1%	-1.1%[50 µM]	0%	9%	-1.5%	5.4	88	-0.3%
33	COC(=O)/C(C#N)=C(/Nc1ccc(F)c(Cl)c1)C(F)(F)F	-1%	5%	6%	-1.2%	-11%	4%	32%	-1.2	41	-0.1%
34	O=C(N/C(=C\c1ccc2c(c1)OCO2)C(=O)N1CCOCC1)c1ccccc1Br	-47%	-7%	17%	-0.1%	-2%	-22%	0.7%	-0.1	36	0.9%
35	COc1cc(CO)cc(Br)c1OCC(=O)O	-21%	4%	10%	-0.7%	-9%	42%	-1.0%	-1.8	59	-0.1%
36	Cc1ccc(N2CC(C(=O)Nc3ccc4c(c3)OCO4)CC2=O)cc1 (stereo not given)	37%	-4%	-6%	-0.8%	-9%	-22%	0.0%	1.0	74	-0.1%
37	CCc1n[nH]c(=S)n1/N=C/c1cc(OC)cc([N+](=O)[O-])c1O	-2%	-3%	8%	0.2%	19%	17%	-9.6%	-0.7	83	-0.4%
38	Cc1nn(-c2ccccc2)c(C)c1/C=N/NC(=O)c1cc(-c2cccc3ccccc23)n[nH]1	-30%	-5%	-10%	0.2%	11%	8%	-1.1%	3.1	82	0.2%
39	CNC(=O)COc1coc(CN2CCN(c3ccccc3OC)CC2)cc1=O	-17%	20%	14%	0.2%	7%	-18%	1.6%	0.5	69	-0.1%
40	COc1ccc(CCNC(=O)c2cc(CC(C)C)on2)cc1OC	12%	19%	-5%	7.8%	-3%	-14%	12%	4.3	50	-0.1%

The list is partial; rates above refer to the full screens.
